Gal4-VP16 FLuc – counter-screen for ROR gamma inhibitors: Gal4-VP16 reporter. Drosophila S2 Gal4-VP16 UAS-luciferase, luminescence, 20 h. Potency, µM (highest dose often 53.6 µM), for the others: at the top dose activity, negative = inhibition, usual class: inhibitors. actives 3.5% (n = 310,000). AID 2546;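 also: Gal4-VP16 expression switched on by copper sulfate through the metallothionein promoter; % is scaled to controls: 0 for no effect and ±100 for the full control effect; nearly all actives have a fitted effect of over 50% in size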
FLuc counter – firefly luciferase modulation, counter-screen for miR-21 project; Potency, µM (series often up to 57.5 µM), without a hit: top-dose activity change, negative = inhibition, most hits filed as inhibitors; AID 588342; actives 6.9% (n = 360,000); P08659; purified FLuc, Km substrates, luminescence inhibition;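 also: plate controls were vehicle for no effect and reference inhibitor for full effect; nearly all actives have a fitted effect of over 55% in size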
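Biochemical qHTS of compounds, final roughly 60 µM downward over six points, against 10 nM purified firefly luciferase using Km concentrations of substrates (10 uM D-luciferin, 10 uM ATP) in Tris acetate pH 7.5 buffer; luminescence output.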
Rab9 prom act – Rab9 promoter activation; Huh7 Rab9 promoter-luciferase reporter, luminescence, 24 h; Potency, µM (highest dose often 9.22 µM), inactives show top-dose activation, negative = inhibition, hits mostly activators; actives 2.8% (n = 320,000); AID 485297; also: % of control where 0% means no effect; nearly all actives have a fitted effect of over 60% in size
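Luminescence from Amplite-detected luciferase (10 minutes, ambient) reports Rab9 promoter activation. Before that, stable Rab9-luciferase Huh7 cells (1500/well, reduced-serum OP-MEM I plus 10% FBS) were exposed to compound for 24 hours at 37C.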
MBNL1 CUG block – blocks human MBNL1 binding to CUG repeat RNA; Q9NR56; TR-FRET MBNL1-His/biotin-(CUG)12 binding, 665/545 ratio; Potency, µM (titrated, usually from 57.5 µM), without a hit: at the top dose activity change, negative = inhibition, most hits filed as inhibitors; actives 0.036% (n = 280,000); AID 2675; active = well fitted inhibition curve with a large enough effect in the signal ratio, with a control signal flat, not every such curve was filed as active; inconclusive = small, poorly fitted or top-dose-only effect, or effect the other way, or a change in a side signal; inactive = no such curve, though single readings can be large or run the other way; the % refers to the signal ratio; also: % is scaled to controls: 0 for no effect and ±100 for the full control effect
Target sequence (Q9NR56 whole entry, looked up): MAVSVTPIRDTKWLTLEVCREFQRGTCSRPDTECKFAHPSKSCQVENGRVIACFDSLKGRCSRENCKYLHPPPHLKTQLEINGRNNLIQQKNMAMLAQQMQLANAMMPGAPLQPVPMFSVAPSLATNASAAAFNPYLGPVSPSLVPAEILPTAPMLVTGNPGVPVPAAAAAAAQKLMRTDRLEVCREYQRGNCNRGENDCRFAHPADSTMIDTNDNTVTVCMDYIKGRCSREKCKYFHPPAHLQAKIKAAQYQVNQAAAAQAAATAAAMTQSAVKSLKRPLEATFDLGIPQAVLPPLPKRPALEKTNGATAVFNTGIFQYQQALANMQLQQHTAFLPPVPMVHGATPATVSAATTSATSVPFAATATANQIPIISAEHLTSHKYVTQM
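Compound titration spanned 92 nM–58 uM against the MBNL1-His/biotin-(CUG)12 complex. After 60 min at room temperature with 5 nM streptavidin-XL665 and 0.055 ng/ul terbium anti-His, ratiometric 665/545 nm emission (Ex 340 nm) normalized to controls.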
uPA generation – blocks generation of uPA at the cell surface; cell surface uPA generation assay, qHTS; Potency, µM (titrated, usually from 38.3 µM), without a hit: top-dose activity change, negative = inhibition, hits mostly inhibitors; actives 0.31% (n = 330,000); AID 540303; active = well fitted inhibition curve with a large enough effect; inconclusive = small, poorly fitted or top-dose-only effect; inactive = no such curve, though single readings can be large or run the other way; tested in mouse RAW 264.7 cells; also: % is scaled to controls: 0 for no effect and ±100 for the full control effect; nearly all actives have a fitted effect of over 55% in size
BRCA1 expr act – increases BRCA1 expression; MCF7-BRCA1-FFLuc reporter, luminescence, 48 h; response scale: scaled: vehicle 0%, 10 µM genistein 100%; Potency, µM (top dose mostly 46.1 µM), for the others: at the top dose activation, most hits filed as activators; actives 1.1% (n = 380,000); AID 624202; also: nearly all actives have a fitted effect of over 80% in size; some results filed as inactive show a strong effect at the top dose
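Luminescence from a BRCA1-driven firefly luciferase in MCF7 cells was read after 48 h compound exposure at 37 C. Data normalized against DMSO and a 10microM genistein activation control, then curve-fitted across the titration.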
NPC1 promoter act – activators of NPC1 promoter | Huh7 NPC1 promoter luciferase reporter, 24 h | Potency, µM (doses to about 9.22 µM), for the others: at the highest dose activation, usual class: activators | actives 2.4% (n = 320,000) | AID 485313;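 also: % of control where 0% means no effect; nearly all actives have a fitted effect of over 60% in size; reporter is driven by a mutant NPC1 promoter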
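Cells: Huh7 expressing luciferase under the NPC1 promoter, 1500/well. Seeded 2 h, compound added, incubated 24 h at 37 °C. Luciferase reagent, 10 min ambient, then luminescence.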
p53 reactivator – restores transcriptional activity of mutant p53. Potency, µM (titrated, usually from 92.2 µM), without a hit: at the top dose activity change, positive = activation, actives largely listed as activators. H1299 p53-A138V BP100-luciferase reporter, luminescence, 24 h. actives 0.063% (n = 320,000); also: % of control where 0% means no effect; nearly all actives have a fitted effect of over 45% in size
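H1299 (p53-null), stable ts p53-A138V + BP100-Luc; 1000 cells/well, Opti-MEM/10% FBS; cpd 4 pt, 1:5; 24 h, 37 deg C, 5% CO2; detection reagent 10 min RT; luminescence.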
RORgamma inh – inhibitors of mouse ROR gamma transcriptional activity; AID 2551; actives 5.4% (n = 310,000); Potency, µM (highest dose often 53.6 µM), for the others: top-dose activity change, negative = inhibition, hits mostly inhibitors; Drosophila S2 Gal4-RORgamma UAS-luciferase reporter, 20 h; P51450; also: % is scaled to controls: 0 for no effect and ±100 for the full control effect; nearly all actives have a fitted effect of over 60% in size
Target sequence (P51450 whole entry, looked up, the tested form may be a part): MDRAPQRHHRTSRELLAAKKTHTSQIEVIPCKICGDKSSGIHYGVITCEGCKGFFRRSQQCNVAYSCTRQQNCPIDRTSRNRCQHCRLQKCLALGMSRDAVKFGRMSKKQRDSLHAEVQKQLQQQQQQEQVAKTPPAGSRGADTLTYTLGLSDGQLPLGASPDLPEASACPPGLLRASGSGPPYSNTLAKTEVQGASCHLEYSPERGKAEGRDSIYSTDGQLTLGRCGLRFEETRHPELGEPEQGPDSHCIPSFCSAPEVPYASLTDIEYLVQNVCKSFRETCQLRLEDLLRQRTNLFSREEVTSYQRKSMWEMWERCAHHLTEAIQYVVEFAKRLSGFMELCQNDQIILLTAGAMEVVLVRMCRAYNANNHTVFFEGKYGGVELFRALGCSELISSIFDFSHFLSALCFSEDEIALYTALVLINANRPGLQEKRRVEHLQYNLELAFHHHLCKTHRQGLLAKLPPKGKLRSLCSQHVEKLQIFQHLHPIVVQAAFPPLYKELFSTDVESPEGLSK
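Using a luciferase readout, inhibitors were identified by reduced reporter activity in Drosophila cells coexpressing a copper-inducible Gal4–ROR gamma fusion and UAS-driven Photinus luciferase, incubated 20 hr after 700 uM copper sulfate.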
ELG1 genotoxic – inducers of genotoxicity in HEK293T ELG1-luciferase cells. HEK293T ELG1-luciferase reporter, luminescence, 16 h. Potency, µM (top dose mostly 46 µM), without a hit: at the top dose activity change, positive = activation, usual class: activators. actives 1.3% (n = 330,000). AID 504466; also: % of control where 0% means no effect; nearly all actives have a fitted effect of over 60% in size
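After overnight (16 hr) compound treatment at 37 °C, ELG1-luciferase HEK293T cells were lysed with ONE-Glo; luminescence quantified 30 min later at room temperature.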
Active calls of the source: *; u = inconclusive; x = no result given; [ ] = dose if it differs, or a comment. Unless noted, calls follow the shape of the dose curve; as a rule, active = well fitted curve in the direction sought with a large enough effect; inconclusive = small, poorly fitted or top-dose-only effect, or another doubt; inactive = no such curve, though single readings can be large; an effect the other way counts as inactive or inconclusive. Potency is read from the fitted curve at half-maximal effect.

SMILES | Gal4-VP16 FLuc | FLuc counter | Rab9 prom act | MBNL1 CUG block | uPA generation | BRCA1 expr act | NPC1 promoter act | p53 reactivator | RORgamma inh | ELG1 genotoxic
CCN(CC)C(=O)Cn1cc(C(=O)C(=O)NCCc2ccccc2)c2ccccc21 | -3.4% | -11.2% | -6.3% | 1.9% | -2.1% | 12.8% | -0.2% | -2.7% | 12.9% | -0.9%
O=C(c1cc(F)ccc1F)C1CCCN(C(=O)c2ccco2)C1 (stereo not given) | 26.2% | 3.8% | 1.1% | -17.7% | -0.7% | -0.4% | -0.1% | -1.7% | 16.9% | 3.6%
Cc1ccc(S(=O)(=O)n2nc(-c3ccco3)nc2SCc2ccccc2)cc1 | 2.0% | 23.9µM* | 21.9% | -15.6% | -0.6% | 11.2µM* | 18.2% | 24.1% | -17.0% | 14.6%
Cc1ccccc1NC(=O)c1cccc(S(C)(=O)=O)c1 | 5.3% | 5.3% | 1.1% | -1.6% | 2.0% | 24.3% | -3.1% | 4.1% | 28.9% | 0.7%
Cc1ccccc1Cn1nc(C)c(NC(=O)c2cc3nc(-c4ccco4)cc(C(F)(F)F)n3n2)c1C | -13.1% | 2.3% | -1.5% | u | 5.1% | -25.6% | -6.2% | -19.7% | 8.2% | -12.7%
CN(C)C(=O)CSc1nnc(Cc2ccccc2)n1Cc1ccco1 | -0.5% | 3.5% | -1.9% | -6.9% | 0.1% | 11.9% | -2.7% | -1.8% | -9.5% | -0.5%
OC1CCCN(Cc2cn(Cc3ccccc3)nc2-c2cc3ccccc3o2)C1 (stereo not given) | 3.6% | -3.3% | -2.8% | 4.0% | 3.7% | -6.5% | u | -5.5% | -2.7% | -3.8%
C/C(=N\Nc1cc(C)nc(-c2ccccc2)n1)c1cccc([N+](=O)[O-])c1 | -5.9% | u | -2.1% | u | -3.3% | -14.7% | -2.7% | 4.8% | u | -15.0%
CCOc1ccccc1-n1c(=S)sc2c(=O)n(-c3ccccc3)c(=S)[nH]c21 | -14.2% | u | -4.4% | u | 1.8% | -16.5% | 1.2% | 2.1% | -38.6% | 22.4%
O=C(C1CCN(c2nnc(N3CCCC3=O)s2)CC1)N1CCN(c2cccc(C(F)(F)F)c2)CC1 | u | -1.6% | -18.1% | -7.4% | -12.4% | -25.7% | -4.6% | 2.5% | 43.7% | -5.4%[9.26 µM]
COCCn1c(SCC(=O)NC2CCCCC2)nc2c(c1=O)SCC2 | 6.7% | -0.9% | -0.7% | 16.8% | -3.8% | 14.9% | -1.0% | -2.7% | 0.5% | -5.1%
Cc1ccc(S(=O)(=O)N(CCC(=O)Nc2ccc(OC(F)(F)F)cc2)c2ccccc2)cc1 | -4.9% | -0.2% | 1.0% | x | 12.7% | -30.7% | 0.0% | 1.3% | 41.7% | -4.7%
Cc1c(Cl)cnc(NC(=O)COC(=O)c2cccc(S(=O)(=O)N3c4ccccc4CC3C)c2)c1Cl (stereo not given) | -1.4% | -0.8% | -4.9% | x | -4.3% | -5.2% | -0.8% | 7.2% | 33.4% | 2.8%
COc1ccc(CCNc2cc(C)nc(N)n2)cc1OC | 1.1% | -1.8% | -4.5% | -3.6% | -22.2% | 12.1% | 1.5% | -0.7% | 1.7% | -3.7%
CC1CCCC(C)N1NC(=S)Nc1ccc(OC(F)F)cc1 (stereo not given) | 6.31µM* | -2.4% | -4.0% | u | -4.7% | -35.7% | 3.4% | 7.1% | 3.16µM* | 0.6%
CC1CCCC(C)N1C(=C(Cl)Cl)C(=C1SCCS1)[N+](=O)[O-] (stereo not given) | 1.5% | -0.9% | 0.1% | 11.1% | -4.5% | -26.7% | -9.3% | 5.5% | 22.8% | 7.4%
CCc1ccc2[nH]c(C)c(CN3CCCCCC3)c(=O)c2c1 | 5.8% | 0.1% | -1.6% | -7.8% | -9.3% | -4.2% | -0.7% | -5.1% | 8.9% | -0.1%
CCCN(CCC)C(=O)c1cc(-c2ccc3c(c2)OCO3)nc2ccccc12 | -10.6% | u | -0.5% | 13.4% | -2.6% | -62.6% | -1.8% | -0.5% | 33.1% | -15.4%
CCN(C(=O)CSc1nnc(-c2ccc(F)cc2)n1C)C1CCS(=O)(=O)C1 (stereo not given) | x | x | x | x | 6.8% | -15.1% | x | 4.5% | x | 1.6%
C=CCNc1oc(-c2ccc(OCC)cc2)nc1C#N | u | u | 15.3% | 8.4% | 3.1% | 15.2% | 15.0% | -2.4% | u | -1.6%
COc1ccccc1N1CCN(C(=O)C2CCN(S(=O)(=O)c3ccc4c(c3)CC(C)N4C(C)=O)CC2)CC1 (stereo not given) | -0.3% | -1.1% | -0.4% | -2.1% | -3.5% | -13.1% | -3.7% | -5.2% | 33.8% | -3.5%[9.26 µM]
COc1cccc(-c2cc(C(=O)Nc3cccnc3Cl)no2)c1 | -15.8% | -12.1% | 1.7% | 14.4% | -4.0% | -6.4% | 18.5% | 12.0% | 0.2% | u
Cc1cccc(-n2cnc(C(=O)O)c2)n1 | -2.9% | 3.1% | 0.1% | -6.4% | 8.3% | -1.5% | -1.0% | -4.1% | 0.6% | 0.1%
O=C(COc1cccc2ccccc12)NNC(=O)[C@@H]1CCCC[C@@H]1C(=O)O | 0.5% | 7.3% | 11.2% | 0.5% | 1.9% | 2.9% | -1.0% | -2.7% | 38.8% | 1.8%
COc1ccc(-c2cc(=O)oc3c(O)c(O)ccc23)cc1 | 2.8% | -3.6% | 0.0% | u | -5.7% | -57.1% | -8.0% | 6.6% | 9.9% | -5.2%
CC(C)CC1c2[nH]c3ccccc3c2CCN1CCCn1cccn1 (stereo not given) | 5.0% | -2.4% | 8.7% | -6.3% | -1.7% | -29.7% | 0.9% | -3.3% | 22.5% | -2.2%
CCc1ccc2oc(C(=O)Nc3ccc(S(N)(=O)=O)cc3)c(C)c2c1 | -4.2%[10 µM] | -1.1% | -5.7% | 26.8% | 2.1% | -18.2% | 4.2% | -0.2% | -7.6% | -0.7%
Nc1cc(N)nc(SCC(=O)Nc2ccc(Br)cc2Cl)n1 | 2.7% | u | 9.8% | -1.6% | 2.1% | u | -2.4% | 5.6% | u | u
C[C@H]1NC(=O)[C@@]2(C)[C@@H](c3ccccc3)[C@H]3COc4ccccc4[C@H]3N2C1=O | x | 1.2% | -10.9% | x | -0.2% | 3.4% | -1.6% | -7.2% | x | -1.0%
CN1CCN(c2ccccc2/C=N/NC(=O)c2cccnc2)CC1 | -2.3% | -2.3% | -1.3% | 3.4% | 11.0% | -8.0% | 1.0% | 2.1% | -13.7% | 1.0%
CC1CCCN(Cc2nc3c(c(=O)n(C)c(=O)n3C)n2CC(=O)c2ccccc2)C1 (stereo not given) | -3.4% | -2.7% | -5.1% | -18.1% | u | 0.2% | 0.8% | -10.4% | 4.5% | -21.4%
O=C(Nc1c(C(=O)N2CCCC2)cnn1-c1ccccc1)c1cccc(F)c1 | -3.9% | 0.5% | -4.6% | 12.1% | 0.2% | 1.2% | -1.7% | 3.1% | -11.9% | -0.6%
CC(C)(C)n1nnnc1SCC(=O)Nc1nn(-c2ccccc2)nc1C(N)=O | -3.4% | -6.6% | -3.7% | 3.5% | -0.4% | 17.8% | -4.3% | -2.5% | 8.3% | 2.5%
Cc1cc(NS(=O)(=O)Cc2ccccc2)cc(C)c1OCC(=O)N1CCOCC1 | -0.5% | -0.1% | -5.1% | -2.0% | 4.5% | -5.9% | -2.0% | -8.5% | 7.9% | -0.3%
O=C(NCCc1ccc2c(c1)OCCO2)c1ccc([N+](=O)[O-])cc1Cl | 1.3% | u | 4.0% | u | -0.3% | 16.8% | 0.1% | 4.6% | 13.5% | 0.9%
COc1cc(OC)c(NC(=O)C2CCN(S(=O)(=O)c3ccc4c(c3)CC(C)N4C(C)=O)CC2)cc1Cl (stereo not given) | -21.9% | 5.4% | -1.4% | 2.1% | 5.2% | -32.1% | 0.5% | 2.6% | u | -4.0%
CCOC(=O)CSc1nc(N)cc(=O)[nH]1 | -3.1% | 6.9% | -6.3% | -4.9% | 7.9% | 3.3% | -1.5% | -4.6% | 0.1% | -0.6%
O=C(OCc1c(F)cccc1Cl)c1cnc(Cl)c(Cl)c1 | -0.8% | -0.4% | -0.7% | -4.7% | -7.5% | -17.1% | 1.8% | 2.9% | -2.0% | 5.3%
CC1CCN(C(=S)NC(=O)C2CCCCC2)CC1 | u | 3.9% | 3.2% | -12.7% | -0.6% | -0.9% | -5.8% | 7.8% | 12.6µM* | -1.6%
COc1ccc(-c2nc3ccc([N+](=O)[O-])cc3o2)cc1 | 18.1% | 0.757µM* | 1.12µM* | x | 1.6% | u | 1.58µM* | u | 13.2% | 6.51µM*
COc1cc2cnc(-c3ccccc3)c(-c3cccc(C(F)(F)F)c3)c2cc1OC | x | 1.2% | -2.2% | x | 1.5% | -40.5% | -0.2% | 10.3% | x | -10.7%
